C-LANA FP – blocks KSHV LANA C-terminal domain binding to DNA. inhibition, % at 9 µM. MBP-C-LANA/FAM-LBS DNA binding, fluorescence polarization. 340,000 compounds, 0.078% hits;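 active = highest replicate inhibition at or above 60% at 9 µM, even if other replicates fall short; inactive = all replicates below 60% inhibition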;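 note: 0% = neutral control wells and 100% = 4 µM acridine orange control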
SUMO Mot1 rescue – SUMOylation pathway inhibition by Mot1-301 growth rescue; S. cerevisiae Mot1-301 growth rescue, ATP luminescence, 38.5C; percent above DMSO median, 100 means doubled; 320,000 compounds, 1% hits; growth rescue, % at 18.8 µM; AID 2716;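 active = every valid replicate shows activation above 250% relative to neutral control wells; inactive = the rest, any valid replicate at or below 250%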;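 note: OY570 slx delta 5 strain wells were the positive control but not used for scaling; some compounds called inactive have numbers as strong as hits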
Cardiac RTF inh – cardiac RTF calcium desensitization | P19429+P45379 | IANBD-labeled cardiac RTF, Ca2+ fluorescence | inhibition, % at 7.15 µM | 340,000 compounds, 0.12% hits;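 active = inhibition above the mean inhibition of all tested compounds plus 3 SD, cut at about 17% in these data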;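 note: assay run at fixed EC70 calcium of 1.6 mM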
Keap1 Nrf2 FP – inhibitors of human Keap1-Nrf2 protein-protein interaction; Q14145; Keap1 Kelch-Nrf2 peptide fluorescence polarization, 1536-well; inhibition, % at 9.4 µM; 340,000 compounds, 0.15% hits; in the data active = inhibition above about 12%; inconclusive = no clear call, values can overlap the other calls; inactive = below about 7.3%;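 note: human Keap1 Kelch domain with fluorescein labeled Nrf2 9mer peptide probe; 0% = neutral control wells and 100% = peptide positive control; higher means more block of Keap1 binding to Nrf2 peptide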
RTF Ca sens act – cardiac RTF calcium sensitization; P19429+P45379; IANBD-labeled TnC RTF fluorescence at EC20 calcium; 0% EC20 calcium, 100% full calcium; activation, % at 7.2 µM; 340,000 compounds, 0.24% hits;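 active = activation above the mean over all tested compounds plus 3 SD, cut at about 30% in these data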;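 note: rise in fluorescence read as greater calcium sensitivity of cardiac thin filaments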
Rtt109 HAT inh – blocks Candida albicans Rtt109/Vps75 acetyltransferase activity; Q5AAJ8; purified Rtt109/Vps75, ThioGlo CoA-SH fluorescence, 4 h; inhibition, % at 34.9 µM; 330,000 compounds, 0.16% hits; AID 540336;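 active = inhibition of at least 50% in every replicate; inconclusive = best replicate reaches 50% inhibition but some replicates fall short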
dFosB act – enhances mouse delta FosB homodimer DNA binding. activation, % at 25 µM. 340,000 compounds, 0.99% hits. AID 493131. purified delta FosB, TAMRA-CDK5 oligo fluorescence polarization; percent of positive-control signal above neutral wells;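 active = mean activation above about 17%, with every replicate also reaching it, limit read from the data, passing the limit was not always enough; inconclusive = only one of the two conditions met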;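 note: fluorescence polarization rise as delta FosB binds a TAMRA Cdk5 AP-1 oligo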
NSD2 inh – blocks human histone methyltransferase NSD2; NSD2 peptide methylation, AlphaScreen, 120 min; inhibition, % at 12.5 µM; 310,000 compounds, 0.54% hits; in the data active = inhibition above about 50%
PvdQ acylase – blocks Pseudomonas aeruginosa PvdQ acylase activity; purified PvdQ acylase, fluorescence plate reader; inhibition, % at 10 µM; 340,000 compounds, 0.063% hits; in the data active = inhibition above about 30%, passing the limit was not always enough; inconclusive = no clear call, values can overlap the other calls;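 note: 0% = vehicle neutral wells and 100% = reference inhibitor wells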
PfHsp90 yeast 2 – growth inhibition of yeast expressing Plasmodium Hsp90; S. cerevisiae expressing PfHsp90, BacTiter-Glo ATP, 48 h; yeast lacking PDR1 and PDR3 efflux regulators; inhibition, % at 9.4 µM; 310,000 compounds, 0.32% hits; AID 504621;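 active = every replicate shows inhibition above about 80%, whatever the replicate mean, limit read from the data; inconclusive = mean inhibition reaches the set limit but some replicate falls short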;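 note: 0% = DMSO neutral controls and 100% = 20 µM radicicol positive controls; yeast relying on Plasmodium falciparum Hsp90 in place of its own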
CDK5 p35 inh – CDK5/p35 (human) kinase inhibition; Q00535+Q15078; Recombinant CDK5/p35, ADP-Glo luminescence, 60 min; inhibition, % at 10 µM; 330,000 compounds, 0.01% hits;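 active = highest replicate inhibition of at least 50% and at least 75% of replicates reaching 50%; inconclusive = only one of the two criteria met; inactive = both criteria failed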;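 note: plate controls were DMSO neutral control for no effect and GW8510 at 10 µM for full effect; many of its hits are not listed in these tables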
* marks the source's active call; other numbers are inactive results; ? = inconclusive; . = not tested or not shown; & = joins results of further samples.

entry	SMILES	C-LANA FP	SUMO Mot1 rescue	Cardiac RTF inh	Keap1 Nrf2 FP	RTF Ca sens act	Rtt109 HAT inh	dFosB act	NSD2 inh	PvdQ acylase	PfHsp90 yeast 2	CDK5 p35 inh
1	CCCn1c(=O)c2c(nc3n2CCCN3CCc2ccccc2)n(C)c1=O	0.8	-14	-1	-3	-6	3	-7	4	15	4	2.0
2	O=C(Nc1ccc(F)cc1F)c1ccccc1NC(=O)C1CC=CCC1C(=O)O (configuration not stated)	1.6	291	0	-1	-6	-9	-4	-2	-4	.	0.5
3	COc1ccc(C)cc1NC(=S)N1CCN(S(C)(=O)=O)CC1	0.3	-4	-2	-2	7	8	-8	1	-16	19	-6.2
4	CCCOc1ccc(-c2c(C(=O)N/N=C(\C)c3cccnc3)nnn2-c2nonc2N)cc1	-1.2	0	6	0	-5	12	0	13	1	-9	-1.8
5	O=C(CSc1nncs1)N1CCN(C(=O)c2ccco2)CC1	-2.7	28	-12	0	-5	7	4	-1	-3	-8	0.2
6	COc1ccc(S(=O)(=O)N2CCC(C(=O)NCc3ccc(C)cc3)CC2)cc1	-0.4	12	-2	-2	-8	2	-10	-3	-9	18	-5.6
7	COc1ccc(CN2CCN(C(=O)CN3C(=O)C4C5C=CC(C5)C4C3=O)CC2)c(OC)c1OC (configuration not stated)	-2.0	339	-4	5	-1	-5	-3	-10	-15	-6	-1.2
8	O=C(CCC(=O)N1CCN(c2ccccc2F)CC1)N1CCN(c2ccccc2)CC1	-1.1	-5	-4	-2	1	8	-6	-2	11	17	3.1
9	NC(=O)c1ccc(N2CCN(c3ccccc3F)CC2)c([N+](=O)[O-])c1	0.0	2	0	-7	6	-1	-7	-1	0	-2	-4.7
10	N[C@@H](Cc1cc(I)c(Oc2ccc(O)c(I)c2)c(I)c1)C(=O)O	1.8&-0.1	9&70	-3&-7	-5&-3	-4&2	7&8	-3&-7	.	-5&-13	-11&-16	-5.4&-1.0
11	COc1ccc(NC(=O)CSc2nncc3ccccc23)cc1	-2.2	7	0	0	17	-10	-6	0	-9	6	-2.2
12	CC(C)COc1ccc(C(=O)NC(CC(C)C)C(=O)O)cc1 (configuration not stated)	0.0	5	-34	-4	-4	-3	-1	-4	-7	-20	1.2
13	CC(NC(N)=O)C(=O)OCc1ccc(Cl)cc1Cl (configuration not stated)	-0.4	15	-12	-1	2	11	-3	-2	-5	-13	0.9
14	O=C(NN=Cc1ccc2c(c1)OCO2)NN=Cc1ccc2c(c1)OCO2	0.9	.	0	-4	-2	-4	6	3	4	11	-0.8
15	O=C1CCCc2c1cnc1ncnn21	-0.1	-16	18*	0	-6	-1	4	-4	-3	2	0.0
16	CC(C)(O)C#Cc1ccc(C(=O)N2CCCC(CNS(=O)(=O)c3cccs3)C2)o1 (configuration not stated)	7.3	-13	-8	-2	0	19	-4	-5	6	8	0.3
17	COC(=O)c1cccc2c1NC(=O)C2=O	2.5	-13	3	-6	4	?	-4	.	2	7	-0.3
18	Cc1cccc(NC(=O)CSc2cccc[n+]2[O-])c1C	-0.5	-17	6	-2	-2	7	-2	0	-1	-25	0.1
19	O=C(O)CNC(=O)C(Cc1ccccc1)NC(=O)OCc1ccccc1 (configuration not stated)	0.0	-12	-23	-5	-1	9	15	0	3	2	1.7
20	CCOC(=O)C1=C(O)CSC1=Nc1cccc(Cl)c1	-1.7	3	-9	2	1	-5	1	0	-8	-20	2.5
21	O=C(NC1CCS(=O)(=O)C1)c1ccc(S(=O)(=O)N2CCCC2)cc1 (configuration not stated)	-0.3	-21	-4	-2	-3	-5	-7	-3	7	6	3.6
22	CCCCNC(=S)N=Nc1c(O)[nH]c2ccccc12	-1.0	-13	1	-1	2	8	-5	2	-1	-5	0.3
23	CCOc1ccc(N(CC(=O)Nc2ccccc2OCC)S(=O)(=O)c2c(C)noc2C)cc1	-0.1	4	-3	2	0	3	-3	-1	-5	-1	-1.0
24	CC(=O)c1ccc(NC(=S)NC(=O)CC(C)C)cc1	-0.6	13	-2	-1	-2	.	2	27	-17	16	-2.7
25	COc1ccccc1N1CCN(/N=C/C(Cl)=C/c2ccccc2)CC1	-2.2	100	-2	1	1	3	-13	4	-4	-12	0.9
26	COc1cc(/C=N\NC(=O)CNC(=O)C2COc3ccccc3O2)ccc1O (configuration not stated)	-0.7	3	4	-3	3	3	-3	0	5	-17	0.8
27	C=CC(=O)Nc1cccc(Oc2cc(Cl)nc3[nH]ccc23)c1	2.2	-18	-3	4	1	-4	?	.	-5	-3	0.3
28	Cc1cc(C)cc(Oc2coc3cc(O)ccc3c2=O)c1	-1.1	-4	0	0	-4	2	-5	-1	-6	19	-0.9
29	CC(=O)c1cccc(NC(=O)CC2Oc3ccc(C)cc3NC2=O)c1 (configuration not stated)	0.7	83	-2	2	-2	2	12	.	1	12	1.5
30	Cn1c(CNC(=O)CNS(=O)(=O)c2ccc(F)cc2F)cc(=O)n(C)c1=O	-1.2	-12	-2	-7	0	2	-3	-5	9	11	0.5
31	CC(C)CNC(=O)COC(=O)c1cc(S(=O)(=O)N2CCCCC2)ccc1N1CCOCC1	1.3	277*	-2	-1	2	-3	9	1	-6	-4	2.0
32	Cc1c(C(=O)N2CCOCC2)[nH]c2c1C(=O)CC(c1ccccc1Cl)C2 (configuration not stated)	0.4	5	-3	-2	-8	3	-5	4	-7	6	-2.1
33	COC(=O)c1[nH]c2ccc(C)cc2c1NC(=O)CN1CCc2cc(OC)c(OC)cc2C1	-0.6	0&11	-22	-3	1	-3&16	-6	2	-10&-13	3	-2.2
34	Fc1ccc(-c2nnc(CN3CCN(c4ncc(C(F)(F)F)cc4Cl)CC3)o2)cc1	-0.2	5	-6	-2	2	-7	-17	.	-10	.	0.2
35	COc1cccc(OCc2cc(C(=O)N3CCNC(=O)C3Cc3ccccc3)no2)c1 (configuration not stated)	0.5	11	0	2	-2	0	-5	6	-4	7	-0.8
36	CCCOC1CCCN(C(=O)c2cc(COc3ccc(-n4cncn4)cc3)on2)C1 (configuration not stated)	-0.7	235	-5	-1	3	-2	-19	-5	-4	3	0.2
37	O=C1C=C(/C=C/c2ccccc2)C[C@@H](c2ccc(F)cc2)C1	-0.9	10	-10	2	4	3	1	.	8	-1	0.4
38	O=C(Nc1c2c(nn1-c1ccccc1)CS(=O)C2)c1ccc(S(=O)(=O)N2CCOCC2)cc1 (configuration not stated)	0.9	-21	2	-2	4	0	0	.	-2	-37	1.1
39	CCNC(=O)n1cc(-n2cncn2)c(-c2ccc(Cl)cc2)n1	0.5	206	-2	5	-6	11	3	-1	4	-5	2.9
40	COc1ccc(C)cc1NC(=O)c1cc(-c2ccccc2)nc2c1cnn2C(C)C	-1.6	18	-8	-3	-1	2	-5	-1	-8	1	1.1
41	Cc1nc2ccccc2n1CCc1nc2c3ccccc3nc(=S)n2[nH]1	-0.6	6	-1	-3	3	7	-9	-1	-7	.	-3.2
42	CC(=O)c1ccc(CCCCCCCCCC(=O)O)s1	-2.1	155	9	-3	0	5	-4	1	-12	-35	-1.3
43	COc1ccc(C(=O)Nc2ccc(Cl)cn2)cc1Cl	-0.3	40	1	-2	-1	-2	-6	-2	-5	2	0.0
44	CCCCn1c(SCC(=O)OCC)nc2c(sc(=S)n2-c2ccccc2OC)c1=O	-4.1	-8	3	1	-1	0	-5	3	1	25	0.6
45	C[C@H]1CN=C(Nc2ccccc2)N1CCCC1CCCC1	1.5	582	19*	-4	1	0	-11	.	-7	2	1.3
46	COc1ccc2c(c1)C(=O)N(c1ccc(C)cc1C)C(=O)C2(C)C	-0.4	-5	3	-1	-5	-2	-7	-13	-12	-10	-1.3
47	CC(NC(=O)Nc1nnc(C(F)(F)F)s1)N1C(=O)C2C3C=CC(C3)C2C1=O (configuration not stated)	-0.8	-15	-22	-2	-3	-2	2	1	-7	32	-0.5
48	Cn1nnnc1Sc1ccc([N+](=O)[O-])cc1Cl	-1.0	40	-9	-8	-2	-10	6	27	4	.	0.8
49	CN1CCN(C(=O)/C=C/c2ccc3c(c2)OCO3)CC1	-1.9	-16	4	-4	4	1	-7	.	1	-29	0.3
50	CC1(C(=O)O)CCC(C(=O)N2CCCCC2)C1(C)C (configuration not stated)	0.4	14	3	2	8	2	-3	.	-15	43	-5.2

Next part.
entry	SMILES	C-LANA FP	SUMO Mot1 rescue	Cardiac RTF inh	Keap1 Nrf2 FP	RTF Ca sens act	Rtt109 HAT inh	dFosB act	NSD2 inh	PvdQ acylase	PfHsp90 yeast 2	CDK5 p35 inh
51	CC1CCCCN1C(=O)CCn1c(=S)oc2ccccc21 (configuration not stated)	0.0	-18	4	-4	-3	-2	-6	.	-6	-29	-4.2
52	COCCNC(=S)NNc1cccc(C(=O)O)c1	3.8	-1	-4	-6	4	3	9	-1	-5	4	-4.8
53	CCOC(=O)Cn1c(=O)oc2cc(S(=O)(=O)N3CCCC(C)C3)ccc21 (configuration not stated)	-1.2	-11	-2	-8	-3	-8	0	2	-15	10	-5.2
54	CCc1ccc(NC(=O)CSc2nc(=O)n(CCN(C)C)c3c2CCCC3)cc1	.	-14	-5	.	9	.	0	.	-8	38	1.1
55	CCc1ccccc1-n1nnc(-c2ccccc2)n1	-1.0	-14	-6	1	3	-2	-1	0	-9	-22	0.8
56	O=C(Cc1ccccc1)Nc1cccc(C(=O)N/N=C/c2ccco2)c1	1.2	0	1	1	-1	-1	-8	-2	-6	15	0.0
